Calb biofilm kill: kills Candida albicans biofilms. C. albicans biofilm + clotrimazole, Alamar Blue. inhibition, % at 6 µM. AID 834. hit rate 0.14% among 85,000;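 active = inhibition above 20%; inactive = inhibition below 20%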;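 note: preformed 24 hr biofilms exposed to compound for 48 hr; 0% = biofilm without compound and 100% = blank killed by clotrimazole plus chlorhexidine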
hDAT+cocaine: changed human dopamine transporter uptake under cocaine IC80; Q01959; LLC-PK1 hDAT cells, [14C]-dopamine uptake with cocaine IC80; actives deviate in either direction; B-score at 10 µM; hit rate 1.3% among 110,000; AID 449768;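 active = Z score or B-score, a plate-position-corrected score, falls beyond the plate's 99.7% confidence bounds, in either direction; inactive = both scores lie inside the 99.7% bounds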;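 note: scored against the spread of the other compound wells on the same plate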
Target sequence (Q01959 whole entry, looked up): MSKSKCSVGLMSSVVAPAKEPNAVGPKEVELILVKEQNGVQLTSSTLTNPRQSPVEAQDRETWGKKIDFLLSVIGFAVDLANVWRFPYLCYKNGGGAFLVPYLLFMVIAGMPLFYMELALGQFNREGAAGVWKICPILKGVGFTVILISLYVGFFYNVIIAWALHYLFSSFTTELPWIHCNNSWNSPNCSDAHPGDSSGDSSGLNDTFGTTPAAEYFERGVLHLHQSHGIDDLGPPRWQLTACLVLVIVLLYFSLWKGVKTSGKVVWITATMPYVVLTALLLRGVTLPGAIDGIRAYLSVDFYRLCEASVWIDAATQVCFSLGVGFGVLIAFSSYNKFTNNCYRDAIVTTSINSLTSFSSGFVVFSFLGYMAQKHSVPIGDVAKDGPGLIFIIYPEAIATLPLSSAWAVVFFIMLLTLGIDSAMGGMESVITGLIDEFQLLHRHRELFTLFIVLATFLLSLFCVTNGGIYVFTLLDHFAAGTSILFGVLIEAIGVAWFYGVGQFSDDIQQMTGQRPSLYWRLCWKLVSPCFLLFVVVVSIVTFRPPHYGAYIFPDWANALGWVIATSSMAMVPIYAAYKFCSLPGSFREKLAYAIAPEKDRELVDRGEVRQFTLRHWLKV
VCAM1 TNFa inh: reduces TNF alpha induced VCAM1 expression in HUVEC. HUVEC TNFa-induced VCAM-1 immunofluorescence, high-content imaging. inhibition, % at 2 µM. hit rate 0.48% among 95,000. AID 802;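 active = inhibition above the batch mean plus 3 SD, with images confirmed as a hit by eye, cut at about 37% in these data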;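 note: 0% = TNF-stimulated DMSO wells and 100% = unstimulated control wells; not every result past the cut was called active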
HUVEC tox TNFa: toxic to HUVEC cells under TNF alpha stimulation | HUVEC TNFalpha-stimulated, Hoechst cell count, imaging | cell count reduction, % at 2 µM | hit rate 0.17% among 93,000 | AID 848;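 active = cell count reduction exceeding the screen mean by over 5 SD, scaled to untreated wells per plate, cut at about 78% in these data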;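 note: cells counted after 24 h of TNF alpha exposure following the 1 h pretreatment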
PTPN22 inh 2: inhibitors of human LYP (PTPN22) phosphatase. Q9Y2R2. recombinant LYP catalytic domain, DiFMUP fluorescence. inhibition, % at 2 µM. hit rate 0.21% among 96,000;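 active = inhibition at 2 µM at or above a set limit, the screen mean plus 3 SD, cut at about 24% in these data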;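 note: 0% = DMSO with enzyme and 100% = enzyme fully blocked by orthovanadate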
Smad3 FoxH1 inh: Smad3 (human) transcription factor binding inhibition; P84022; TR-FRET Smad3/Dy647-FoxH1 peptide binding, europium anti-His; inhibition, % at 25 µM; hit rate 0.29% among 88,000; AID 630;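 active = compounds that reduce the energy-transfer binding signal between the protein and its labelled peptide by more than half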;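 note: 0% = Smad3 plus labelled peptide maximal FRET and 100% = peptide-only background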
Target sequence (P84022 whole entry, looked up): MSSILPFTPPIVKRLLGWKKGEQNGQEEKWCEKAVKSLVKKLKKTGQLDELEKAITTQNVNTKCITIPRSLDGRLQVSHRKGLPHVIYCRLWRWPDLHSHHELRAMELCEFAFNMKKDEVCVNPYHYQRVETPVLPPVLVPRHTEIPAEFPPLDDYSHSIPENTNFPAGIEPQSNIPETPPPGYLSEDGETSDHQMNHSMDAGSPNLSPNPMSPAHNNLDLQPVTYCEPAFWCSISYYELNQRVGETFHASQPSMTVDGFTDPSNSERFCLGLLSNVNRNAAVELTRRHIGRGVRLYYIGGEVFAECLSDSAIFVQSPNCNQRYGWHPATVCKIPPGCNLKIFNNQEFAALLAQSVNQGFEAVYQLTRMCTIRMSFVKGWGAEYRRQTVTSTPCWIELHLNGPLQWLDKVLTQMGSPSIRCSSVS
HUVEC tox IL1B: toxic to HUVEC cells under IL-1B stimulation | HUVEC cell count loss, Hoechst imaging, IL-1B stimulated | cell count reduction, % at 2 µM | hit rate 0.41% among 94,000;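 active = cell count reduction more than 3 SD above the screen-wide mean, cut at about 70% in these data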;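 note: normalized per plate to untreated control cells as the no-loss baseline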
MT1-MMP txn act: MT1-MMP promoter transcription activation; hit rate 0.16% among 86,000; HT1080 MT1-MMP promoter luciferase reporter, luminescence, overnight; stronger effect = higher value; activation factor at 10 µM; AID 750;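 active = activation factor of at least 2 for MT1-MMP transcription at 10 µM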
cytoskel mod: cytoskeleton assembly modification; hit rate 0.18% among 91,000; AID 836; HUVEC TNFa F-actin phalloidin imaging, high content; inhibition, % at 2 µM;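 active = inhibition above the batch mean plus 3 SD and confirmed as a hit by visual image inspection, cut at about 30% in these data, passing the limit was not always enough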; note: strong numbers were not always called active
An asterisk follows results filed as active; x = no result given; [ ] = dose if it differs, or a comment. Some of the compounds tested (hit frequency here may not be typical).

Results follow in this order: Smad3 FoxH1 inh	HUVEC tox IL1B	VCAM1 TNFa inh	PTPN22 inh 2	MT1-MMP txn act	HUVEC tox TNFa	Calb biofilm kill	hDAT+cocaine	cytoskel mod
> CCCCCc1c(C)nc(N2CCc3ccccc3C2)[nH]c1=O
  0.6	-6.9	-10.0	1.7	1.2	-3.9	7.4	0.497	-6.9
> Cc1cccc(N(CC(=O)NCc2ccccc2)C(=O)Cn2nnc(-c3ccc(C)o3)n2)c1
  -1.4	6.5	18.1	-3.4	1.1	-5.5	-5.3	0.452	-5.8
> Cc1ccc(-n2c(N)c(C(=O)N3CCCCC3)sc2=S)cc1
  5.8	-15.9	13.1	9.6	x	-19.1	9.8	1.68	-0.8
> CCn1c2ccccc2c2cc(NC(=O)Cc3ccc(S(=O)(=O)N4CCOCC4)s3)ccc21
  7.0	8.2	-2.2	12.7	1.2	29.1	5.6	0.938	-13.1
> COc1ccc2nc(CC(C)(C)CC(=O)O)c[n+]([O-])c2c1
  -1.8	-9.2	-8.1	12.5	1.2	-15.6	2.3	-0.63	-18.8
> COc1cccc(C2CC(C(F)(F)F)n3nc(C(=O)NCc4cccnc4)cc3N2)c1 (stereo unspecified)
  9.0	-2.2	-6.7	10.4	1.1	-1.2	4.9	-0.648	-4.3
> Cc1cc(O)ccc1C1(c2ccc(O)cc2C)OC(=O)c2ccccc21
  -6.8	-23.7	2.7	-0.5	1.3	-12.6	11.3	0.341	-4.4
> CSCCC(/C(O)=C(\C#N)c1nc2ccccc2[nH]1)N1C(=O)c2ccccc2C1=O (stereo unspecified)
  -10.3	-8.2	12.8	-3.6	1.1	-14.8	-1.6	-1.13	-18.7
> OCCOc1ccc(C2=NCCO2)cc1
  -3.5	-39.9	x	-38.7	1.3	x	6.8	0.2	x
> Oc1ccccc1/C=N/NC1=NCCCCC1
  6.9	-18.0	3.7	3.0	1.5	-12.1	6.3	1.08	13.7
> Cc1ccc(C(C)C)c(OCC(=O)Nc2ccc(Cl)cn2)c1
  -5.9	-1.7	-12.6	-4.0	0.9	-36.2	7.0	-0.739	0.9
> O=C(NC1(C(F)(F)F)C(=O)Nc2c1c(=O)[nH]c(=O)n2Cc1ccccc1)c1ccc(Cl)cc1Cl (stereo unspecified)
  11.7	-1.3	4.0	-4.4	0.9	-3.8	6.1	-0.558	-0.5
> CC(C)(C)Sc1nc(O)cc(=O)[nH]1
  3.1	2.0	-24.6	-14.8	1.1	-10.7	4.2	-0.321	x
> Cc1cccc2cc(=O)[nH]c(C)c12
  6.0	-22.7	11.6	-3.6	1.1	-19.6	5.5	-0.0105	-25.0
> Clc1ccc2c(c1)C=Nc1c(NCc3ccccc3)ncnc1O2
  -1.8	5.6	29.8	-7.2	1.1	9.9	5.9	-0.0721	-3.6
> COc1cccc(-c2nnc(SCc3cccnc3)o2)c1
  3.0[fluorescence artefact?]	x	x	x	1.5	x	6.5	-0.218	x
> O=c1ccc2cc(S(=O)(=O)N3CCN(c4ccccc4)CC3)ccc2o1
  -3.3	-51.8	13.0	-10.4	1.1	1.1	0.9	0.0101	-9.7
> O=C1CC(c2ccccc2)CCc2sccc2N1 (stereo unspecified)
  -7.0	0.9	0.0	13.5	0.9	-7.1	-1.8	0.593	x
> COc1ccc(-n2c(NCCN(C)C)nc3sc4c(c3c2=O)CCCCC4)cc1
  13.9	-2.0	7.3	9.6	1.1	-19.5	6.9	1.12	-7.7
> O=C(NCc1ccc(F)cc1)c1cc2sccc2n1Cc1ccc(F)cc1
  3.2	14.4	-4.8	-11.2	1.1	-20.0	8.1	0.652	7.6
> CCCOc1ccc(C2C(C(=O)c3ccco3)=C(O)C(=O)N2CCN2CCOCC2)cc1OC (stereo unspecified)
  11.0	-22.4	-20.2	-8.2	1.1	-11.1	8.1	x	-13.5
> Oc1c(Br)cc(Br)cc1/C=N/c1nc2c(s1)CCCC2
  x	-2.2	5.0	-2.6	x	-22.6	x	2.66	8.3
> O=C(CN1CCN(S(=O)(=O)c2ccc(F)cc2)CC1)Nc1ccc2c(c1)OCCO2
  6.5[fluorescence artefact?]	-8.6	-13.8	-2.2	1.3	20.0	7.4	0.179	10.9
> COc1ccc(N2CCN(c3nc(=S)n(-c4ccccc4)c(C)c3C(C)=O)CC2)cc1
  -1.9	-2.2	13.9	3.3	1.1	-4.2	6.2	-0.00423	-10.0
> Fc1ccccc1COc1ccc(/C=N/NC(=S)NCc2ccccc2)cc1
  -3.9	7.4	1.2	-6.9	x	-10.5	7.0	-0.377	11.1
> CCOC(=O)c1ccc2[nH]c3c(c2c1)CCCCC3=O
  -19.2	16.1	-6.5	5.2	1	4.8	2.8	0.781	-4.0
> CCOc1ccccc1N1CCN(S(=O)(=O)c2cccs2)CC1
  -6.8	19.8	-12.4	-8.6	1	-13.0	9.4	0.356	-5.7
> O=C(CSC1=Nc2ccccc2C2=NC(c3ccccc3)C(=O)N12)NC1CCCCC1 (stereo unspecified)
  6.1	-0.3	0.6	-3.1	1.1	-3.9	-2.8	0.000724	x
> CCOC(=O)C(CC)n1cnc2c(nnn2-c2ccc(OC)cc2)c1=O (stereo unspecified)
  -2.0	8.1	-10.1	8.7	1.1	-43.7	0.3	0.136	28.2
> CSc1ccc(C2C3(C#N)C(N)=NC4(OCCO4)C23C#N)cc1 (stereo unspecified)
  2.7	17.0	0.7	-11.6	1.1	-17.6	4.8	-1.38	7.0
> CCNC(=O)Cn1cc(C#N)c2ccccc21
  7.0	21.6	1.3	5.3	1.2	4.3	-1.8	-0.944	-5.6
> COc1ccc(OC)c2c(C)cc(N3CCCN(C)CC3)nc12
  5.9	1.7	2.1	11.4	x	-16.7	3.9	-0.385	-6.4
> CCOC(=O)Cc1csc(NC(=O)c2ccc(Cl)nc2)n1
  -4.0	1.6	-13.7	-7.5	1	5.9	-3.2	1.04	2.9
> COC(=O)C1CCN(S(C)(=O)=O)CC1
  0.6	-52.7	19.3	-5.7	1.1	-15.9	7.7	-1.44	15.5
> CCOc1ccc(NC(=O)C(=O)NCCCn2ccnc2)cc1
  x	-24.1	7.5	3.9	x	-0.8	x	0.0445	-41.3
> CCOc1ccccc1-n1c(SCC(=O)NCc2ccco2)nnc1-c1ccncc1
  -4.6	-2.4	-5.7	11.0	1.2	9.9	6.5	0.106	-5.8
> COc1ccccc1-c1cc(C(=O)N/N=C/c2ccc(C)s2)c2ccccc2n1
  x	14.7	-0.8	3.7	x	-13.3	x	x	-2.3
> O=C(c1ccc(F)cc1)N1CCCCC(Sc2nnc3ccccn23)C1=O (stereo unspecified)
  -9.3	-12.3	11.6	7.7	x	34.1	-0.2	-0.523	4.2
> O=C(Nc1ccc2c(c1)OCCO2)C1CCN(C(=O)c2ccc(F)cc2)CC1
  -4.8	3.9	2.1	3.6	1.2	-10.9	4.0	0.000496	23.8
> CCn1c(Cc2c(C)[nH]c3ccccc23)nnc1SCC(=O)NCc1ccco1
  -0.5	-36.3	12.3	-7.1	1.2	-20.2	1.4	0.25	12.2
> O=C(CCC(=O)N1CCCC1)Nc1nnc(C(F)(F)F)s1
  4.3	-31.5	1.1	-1.9	1.1	-14.1	4.5	-1.01	-7.3
> O=C(NCc1cccs1)c1nc2c(nnn2Cc2ccccc2Cl)c(=O)[nH]1
  -25.7	6.4	54.2*	7.1	x	-12.4	-1.3	0.788	-3.5
> Cc1cccc(Nc2nnc(SCc3cn4ccsc4n3)s2)c1
  7.3	0.6	18.1	-1.1	1.2	-25.1	6.6	1.03	19.0
> CCCCC(=O)Nc1ccc2c(c1)nc1n2CCSC1
  -18.7	-9.5	10.5	-3.0	1.7	-33.6	0.3	0.608	22.9
> COc1ccccc1N1CCN(C(=O)Cn2nnc(-c3ccncc3)n2)CC1
  4.5	16.8	-14.4	9.9	1.2	-5.0	9.7	-0.421	-6.2
> COc1ccc(Cn2nc(C)n(N(C)c3ncc(C(F)(F)F)cc3Cl)c2=O)cc1
  16.1	-18.9	-6.4	10.8	1.4	-12.3	4.3	-0.983	3.2
> C=CCO/N=C(/C)c1c(O)c(CC)c(-c2ccccc2)n(-c2ccccc2)c1=O
  6.5	-28.2	-2.7	7.8	1.3	-51.0	1.1	2.9*	11.2
> COc1cccc(C(=O)COc2cccc(NC(=O)c3cccc([N+](=O)[O-])c3)c2)c1
  x	-91.0	48.6*	13.6	x	66.1	x	1.36	3.5
> Cc1ccc(C)c(N2CCN(C(=O)CCCOc3cc(=O)n(C)c4ccccc34)CC2)c1
  -1.8	-114.1	-6.3	4.7	1.2	-23.8	9.2	1.87	2.5
> O=C(CSc1nc2ccccc2c(=O)n1-c1ccc(F)cc1)NCc1ccco1
  x	-11.5	5.8	5.0	x	-12.0	x	0.581	8.7
> CNc1oc(-c2ccc(OCc3ccccc3)cc2)nc1C#N
  -8.3	4.1	10.2	-3.8	1.1	-25.6	10.0	x	-49.0
> Cc1ccc(NC2=NCCCCC2)cc1C
  2.4	-22.0	-16.2	-3.5	1.2	11.6	5.5	0.0641	14.8
> Cc1ccccc1C(=O)c1c[nH]c(C(=O)NCC2CCCO2)c1 (stereo unspecified)
  x	0.9	8.9	-1.0	x	-11.5	x	-0.125	-7.8
> CCOc1ccc(N/C=C\C(=O)c2ccc3c(c2)OCO3)cc1
  -10.9	-1.4	-0.6	9.7	1.6	-4.9	2.5	-0.594	11.9
> O=C1CCC(=O)N1c1nc2n(n1)C(c1ccccc1)C=C(c1ccc(Br)cc1)N2 (stereo unspecified)
  8.2	4.1	-2.9	4.2	1.1	-14.0	8.6	1.13	8.8
> CCCCNC(=S)NNC(=O)C12CC3CC(CC(C3)C1)C2
  2.8	-112.0	14.2	5.5	1	-11.5	4.0	0.273	-5.0
> CC(C)C(O)(C#CCN1CCCC1)c1ccccc1 (stereo unspecified)
  -14.0	14.8	-5.4	13.8	1.1	-12.3	1.5	-0.452	11.0
> CC(=O)c1ccc(N2CCN(C(=O)C3(S(=O)(=O)c4ccc(Cl)cc4)CC3)CC2)cc1
  3.9	-47.4	12.8	-3.7	1	-16.8	6.1	0.135	-15.1
> O=C(c1cc2ccccc2oc1=O)N1CCN(c2ccccn2)CC1
  5.8	-0.3	5.4	1.6	1.1	-4.3	-0.5	-0.88	8.8
> O=C(OCC(=O)N1CCN(c2ccccc2)CC1)c1ccc2ccccc2n1
  -7.8	7.2	21.0	-5.9	1.2	0.4	4.1	-0.364	3.3

(further entries)
Results follow in this order: Smad3 FoxH1 inh	HUVEC tox IL1B	VCAM1 TNFa inh	PTPN22 inh 2	MT1-MMP txn act	HUVEC tox TNFa	Calb biofilm kill	hDAT+cocaine	cytoskel mod
> [N-]=[N+]=CC(=O)c1ccnc(C(=O)C=[N+]=[N-])c1
  12.0	x	16.7	-4.7	1	-3.0	7.7	0.0339	-5.5
> COc1ccccc1CCNC(=O)c1cnn2c(C(F)F)cc(C)nc12
  -10.0	x	x	x	1	x	4.6	-0.0482	x
> O=C(N/N=C/c1ccsc1)c1cc(O)cc(O)c1
  x	-24.7	-26.7	4.4	x	-11.9	x	-0.562	5.4
> OC(Cn1ccnc1)c1ccc(Cl)cc1Cl (stereo unspecified)
  2.9	-20.5	11.1	-9.0	1.1	-10.0	4.8	-0.568	-10.5

Three entries already listed, sorted by molecular weight, lowest first.
Results follow in this order: Smad3 FoxH1 inh	HUVEC tox IL1B	VCAM1 TNFa inh	PTPN22 inh 2	MT1-MMP txn act	HUVEC tox TNFa	Calb biofilm kill	hDAT+cocaine	cytoskel mod
> [N-]=[N+]=CC(=O)c1ccnc(C(=O)C=[N+]=[N-])c1
  12.0	x	16.7	-4.7	1	-3.0	7.7	0.0339	-5.5
> O=C(N/N=C/c1ccsc1)c1cc(O)cc(O)c1
  x	-24.7	-26.7	4.4	x	-11.9	x	-0.562	5.4
> O=C(c1cc2ccccc2oc1=O)N1CCN(c2ccccn2)CC1
  5.8	-0.3	5.4	1.6	1.1	-4.3	-0.5	-0.88	8.8
